Screening results deposited in PubChem BioAssay by several laboratories.
SRC2 inh = inhibits human steroid receptor coactivator 2. hit rate 0.17% among 370,000. Q15596. AID 651957. inhibition, % at 9 µM. HEK293 GAL4-SRC2 luciferase reporter, luminescence;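 active = inhibition above the mean inhibition of all tested compounds plus 3 SD, set per campaign, cut at about 52% in these data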;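 also: 0% = DMSO treated cells and 100% = cells given Gossypol at 36 µM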
NR5A2 inv ag = suppresses constitutive activity of human LRH-1. AID 602396. HEK293T StAR-luciferase reporter, LRH-1 transfected, 24 h. inhibition, % at 3.6 µM. O00482. hit rate 0.13% among 360,000;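 active = inhibition above the mean inhibition of all tested compounds plus 3 SD, cut at about 73% in these data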;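 also: 0% = DMSO wells and 100% = reporter-only cells lacking LRH-1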
TROY signal inh = TROY signaling inhibition. Q293 LMP1-TROYcd NF-kB luciferase reporter, 4 h. inhibition, % at 10 µM. hit rate 0.98% among 360,000. AID 1347056;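 active = compounds whose plate-normalised and pattern-corrected inhibition of the luciferase reporter signal at the single screening dose is 50% or more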
TWEAK-Fn14 inh = inhibitors of TWEAK-Fn14 interaction signaling; TWEAK-stimulated Fn14 reporter cells, luciferase luminescence, 8 h; inhibition, % at 10 µM; hit rate 2% among 360,000; in the data active = inhibition above about 50%
NCOA1 inh = inhibits human SRC1 coactivator; HEK293 GAL4-SRC1 luciferase reporter, luminescence; inhibition, % at 3.6 µM; hit rate 0.12% among 360,000; AID 588354;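 active = inhibition above the campaign mean plus 3 SD, with each screening campaign given its own cutoff, cut at about 60% in these data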;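 also: 0% = DMSO treated cells and 100% = gossypol at 36 µM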
Granule exo inh = lytic granule exocytosis inhibition; inhibition, % at 10 µM; TALL-104 LAMP-1 surface exposure, flow cytometry; cells stimulated with thapsigargin and PMA; hit rate 0.66% among 360,000;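 active = inhibition above about 55%, limit read from the data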
ABHD5 PLIN5 PPI = ABHD5-PLIN5 protein interaction inhibition; inhibition, % at 4 µM; hit rate 0.78% among 360,000; Q00G26+Q8WTS1; AID 602281; Split G. princeps luciferase complementation, luminescence, 4 h;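 active = inhibition above the mean inhibition across every tested compound plus 3 SD, cut at about 22% in these data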;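 also: 0% = DMSO only wells and the 100% control is not disclosed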
Target sequence (Q00G26 whole entry, looked up): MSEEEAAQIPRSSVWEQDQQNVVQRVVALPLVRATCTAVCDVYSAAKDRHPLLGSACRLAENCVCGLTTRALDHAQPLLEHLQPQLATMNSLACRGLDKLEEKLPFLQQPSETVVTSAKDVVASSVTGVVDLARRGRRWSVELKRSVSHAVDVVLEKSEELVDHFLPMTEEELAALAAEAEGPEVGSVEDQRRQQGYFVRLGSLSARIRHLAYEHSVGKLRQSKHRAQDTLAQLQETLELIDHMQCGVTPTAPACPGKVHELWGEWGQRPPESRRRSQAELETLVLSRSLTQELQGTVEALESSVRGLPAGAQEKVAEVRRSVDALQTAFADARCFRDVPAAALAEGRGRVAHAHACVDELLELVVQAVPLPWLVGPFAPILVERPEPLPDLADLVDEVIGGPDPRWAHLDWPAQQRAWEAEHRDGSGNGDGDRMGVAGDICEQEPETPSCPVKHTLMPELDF
Target sequence (Q8WTS1 whole entry, looked up): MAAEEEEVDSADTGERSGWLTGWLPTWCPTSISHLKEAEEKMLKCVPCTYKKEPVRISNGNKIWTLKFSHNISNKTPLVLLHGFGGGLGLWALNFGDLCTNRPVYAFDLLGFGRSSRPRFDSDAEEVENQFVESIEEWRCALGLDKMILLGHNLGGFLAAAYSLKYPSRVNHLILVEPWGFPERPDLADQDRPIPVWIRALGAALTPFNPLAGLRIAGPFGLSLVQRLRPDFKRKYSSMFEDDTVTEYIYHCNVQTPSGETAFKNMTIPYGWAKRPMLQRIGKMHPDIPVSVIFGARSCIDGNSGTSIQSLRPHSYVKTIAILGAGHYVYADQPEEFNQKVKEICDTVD
NCOA3 inh = human NCOA3 inhibition. AID 588352. Q9Y6Q9. hit rate 0.17% among 360,000. HEK293 GAL4-SRC3 luciferase reporter, luminescence. inhibition, % at 3.6 µM;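 active = inhibition above a per-campaign cutoff, the mean of all compounds plus 3 SD, cut at about 60% in these data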;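 also: 0% = DMSO-treated cells and 100% = gossypol-treated cells at 36 µM; higher means less SRC3-driven luciferase light from the GAL4 reporter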
NOD2-RIPK2 inh = blocks binding of human NOD2 to RIPK2; O43353; CHO BLA complementation NOD2-RIPK2, CCF4 ratio; inhibition, % at 4.98 µM; hit rate 0.38% among 360,000; in the data active = inhibition above about 21%;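 also: 0% = vehicle only and 100% = reference blocker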
COUP-TFII inh = blocks human COUP-TFII nuclear receptor; P24468; HEK293T NGFI-A luciferase reporter, luminescence; inhibition, % at 8.6 µM; hit rate 0.7% among 370,000; AID 686940;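 active = inhibition above a per-plate cutoff, mean inhibition of test wells between control levels plus 3 SD, cut at about 38% in these data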;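 also: cells cotransfected with COUP-TFII expression vector driving the NGFI-A reporter; 0% = median of COUP-TF2 test wells and 100% = reporter-only cells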
TLR9-MyD88 block = TLR9-MyD88 interaction inhibition | Q9NR96+Q99836 | CHO BLA complementation TLR9-MyD88, CCF4 FRET ratio | inhibition, % at 4.98 µM | hit rate 0.21% among 340,000 | AID 504734;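 active = inhibition above the mean over all tested compounds plus 3 SD, cut at about 21% in these data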;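 also: 0% = DMSO only wells and 100% = clavulanate BLA inhibitor control wells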
Active calls of the source: *; / = no result given. A portion of the library; rates above refer to the full screens.

item	Compound	SRC2 inh	NR5A2 inv ag	TROY signal inh	TWEAK-Fn14 inh	NCOA1 inh	Granule exo inh
1	O=C1C2C3C=CC(C3)C2C(=O)N1CCCCCCN1C(=O)C2C3C=CC(C3)C2C1=O (stereo not given)	9	8	17	3	-1	0
2	Cc1ccc(SCC(=O)Nc2ccc(S(=O)(=O)Nc3ncccn3)cc2)cc1	11	6	5	3	14	-3
3	CCCC(=O)Nc1ccc2c(c1)nc(CN1CCN(C(=O)OCC)CC1)n2C	-7	10	8	2	-9	4
4	COCCN1C(=O)c2ccccc2C(C(=O)NCCN(C)C)C1c1ccc(F)cc1 (stereo not given)	-10	9	-1	10	3	0
5	CCOC(=O)c1ccc(N2CCN(c3ccccc3F)CC2)c(NC(=O)Nc2ccccc2)c1	5	15	-4	31	6	1
6	O=C(COC(=O)c1c(F)cccc1Cl)NC1CCCCC1	-56	-51	-57	-21	-66	3
7	Cc1nc2ccc(Br)cc2c(-c2ccccc2)c1C(=O)O	-4	-3	8	-10	9	-3
8	O=C(Cc1cccs1)Nn1c(Cc2cccs2)nc2ccccc2c1=O	/	-23	-3	-1	-8	-7
9	COc1ccc(NC(=O)COC(=O)c2ccc(S(=O)(=O)N3CCCCC3)cc2)c(OC)c1	-4	9	10	15	3	4
10	C/C(=C\C(=O)Nc1cc(C)on1)c1ccccc1	-19	-96	-11	-16	-68	-2

item	ABHD5 PLIN5 PPI	NCOA3 inh	NOD2-RIPK2 inh	COUP-TFII inh	TLR9-MyD88 block
1	-1	15	-4	-12	-15
2	-2	-4	-4	6	0
3	5	13	-14	14	-20
4	-1	20	-7	0	11
5	-7	22	-6	7	-11
6	5	-81	-1	-28	-18
7	6	-6	-12	23	-3
8	-5	15	-6	/	3
9	5	-4	-10	4	-4
10	-1	-48	-7	-29	-3

Continuation.
item	Compound	SRC2 inh	NR5A2 inv ag	TROY signal inh	TWEAK-Fn14 inh	NCOA1 inh	Granule exo inh
11	COc1cc(/C=C2\SC(=Nc3ccccc3)NC2=O)cc(Cl)c1O	-36	0	15	34	8	25
12	Cc1ccc(NC(=O)c2nc[nH]c2C(=O)N2CCCCC2)c(C(=O)c2ccccc2)c1	4	1	-3	0	-16	4
13	Cc1cc(NC(=O)CN2C(=O)NC3(CCCCCC3)C2=O)no1	-7	6	7	5	-2	-1
14	Cc1ccc(NC(=S)NCc2ccc3c(c2)OCO3)cc1C	-28	5	-14	-19	9	3
15	CNC(=O)CN(c1cc(OCCOC)c(Cl)cc1Cl)S(=O)(=O)c1ccccc1	1	5	-8	24	-2	0
16	CCn1c(=O)cc(SCC(=O)N2CCN(c3ccccc3F)CC2)c2ccccc21	-36	0	-17	-4	-64	1
17	COc1ccc(-n2c(=O)[nH]c3cc(C(=O)NCCc4ccccc4)ccc3c2=O)cc1OC	3	-28	-12	17	-4	7
18	COc1ccc(C(C)=O)cc1CSc1nnc(Nc2c(C)cccc2C)s1	6	1	-6	-7	-2	13
19	Cc1sc2ncnc(N3CCC(C(=O)NNC(=O)c4ccc(F)cc4)CC3)c2c1C	25	-4	15	18	5	-5
20	CCOCCCNC(=O)Cn1cc2c(n1)CCCCC2	-14	0	9	9	-10	-4

item	ABHD5 PLIN5 PPI	NCOA3 inh	NOD2-RIPK2 inh	COUP-TFII inh	TLR9-MyD88 block
11	7	-7	-4	3	5
12	1	16	-23	17	-3
13	3	14	-5	-1	1
14	3	2	-3	13	6
15	-9	-17	-7	-14	0
16	4	9	4	-18	-8
17	-2	-2	-3	-6	-7
18	-1	13	9	12	6
19	-15	4	3	6	-10
20	1	-5	-6	3	-2

Remaining list, next part:
item	Compound	SRC2 inh	NR5A2 inv ag	TROY signal inh	TWEAK-Fn14 inh	NCOA1 inh	Granule exo inh
21	COc1ccc(CN2CCN(c3ccccc3OC)CC2)cc1OC	11	7	7	16	5	-5
22	CCOc1ccc(S(=O)(=O)NCCC(=O)OCC(=O)Nc2cc(C)on2)cc1	8	4	8	4	2	-2
23	CN(/N=C/c1ccccc1Cl)c1ncc(Cl)cc1C(F)(F)F	21	4	-37	9	9	-2
24	CCOc1ccc(NS(=O)(=O)c2ccc(C(=O)NCCCN3CCCC3=O)cc2)cc1	24	13	5	15	-6	10
25	CC(C)(C)OC(=O)N1CCC(c2c(C(=O)N3CCN(C4CCCCC4)CC3)cnn2-c2ccc(F)cc2)CC1	-3	6	1	-25	-29	0
26	Cc1nc(NCc2ccco2)c(C#N)c2c1COC(C)(C)C2	2	-4	6	-14	-17	-2
27	COc1ccc(OCC(=O)Nc2ccc(N3CCOCC3)c(Cl)c2)cc1	-6	-7	2	2	-4	0
28	Nc1nc(C2CCCCC2)cs1	-26	-18	3	3	5	1
29	O=C(CCOc1ccccc1)N1CCN(S(=O)(=O)c2ccccc2F)CC1	-16	-9	13	3	-5	5
30	COc1ccccc1OCC(=O)NNC(=O)c1ccc2c(=O)n3c(nc2c1)CCC3	-2	-3	-21	18	-11	-5

item	ABHD5 PLIN5 PPI	NCOA3 inh	NOD2-RIPK2 inh	COUP-TFII inh	TLR9-MyD88 block
21	4	4	-3	12	7
22	-3	5	11	-4	3
23	3	14	-6	-6	2
24	-7	3	2	2	-5
25	6	-101	2	20	4
26	5	-9	-1	-12	5
27	-3	3	10	2	2
28	-13	-14	-1	-4	5
29	-7	8	6	-6	1
30	4	17	-12	-6	-4

(list continues)
item	Compound	SRC2 inh	NR5A2 inv ag	TROY signal inh	TWEAK-Fn14 inh	NCOA1 inh	Granule exo inh
31	CN(C)c1ccc(/C=N/N(Cc2ccccc2)c2ccccc2)cc1	-21	-4	-18	-1	-6	-3
32	Cc1ccc(NC(=O)CN2CCC(C(=O)c3ccc4c(c3)OCCO4)CC2)cc1	11	25	1	-18	-35	-2
33	COc1cc(-c2noc(C)c2C#CCO)cc(OC)c1OC	8	34	-4	2	5	18
34	Cc1ccc(OCCC(=O)OCC(=O)NCCc2ccc(Cl)cc2)cc1	-6	-8	-10	10	-27	-1
35	Cc1ccc(SCCC(=O)N2CCN(S(=O)(=O)c3ccccc3)CC2)cc1	-16	-2	1	0	4	3
36	CCc1ccccc1NC(=O)Nc1c(C)n(C)n(-c2ccccc2)c1=O	-5	12	2	6	11	-10
37	CC(=O)c1ccc(OC2(C)CCN(Cc3ccccc3OC(F)F)C2)cc1 (stereo not given)	4	23	3	1	7	-12
38	CCN1CC=C2C(C#N)=C(N)C(C#N)(C#N)C(c3cc(Cl)ccc3Cl)C2C1 (stereo not given)	-10	1	-6	-3	-8	-1
39	Cc1ccc(S(=O)(=O)N2Cc3ccccc3CC2C(=O)N(C)C)cc1 (stereo not given)	-3	-1	8	6	-5	-4
40	Cc1ccc(C)c(OCC(=O)Nc2ccccc2C(=O)N2CCN(C)CC2)c1	-2	0	-3	-1	-9	2

item	ABHD5 PLIN5 PPI	NCOA3 inh	NOD2-RIPK2 inh	COUP-TFII inh	TLR9-MyD88 block
31	0	-10	-3	-3	1
32	-4	10	-2	0	10
33	17	6	2	-12	4
34	8	-6	6	-7	-4
35	-8	24	4	24	12
36	1	-10	5	0	-2
37	0	15	-14	-14	/
38	-4	11	3	0	4
39	3	-4	-2	-15	-5
40	-1	0	1	7	-2

Continued:
item	Compound	SRC2 inh	NR5A2 inv ag	TROY signal inh	TWEAK-Fn14 inh	NCOA1 inh	Granule exo inh
41	COc1cccc(CNc2nc(NCc3ccccc3)nc3ccsc23)c1	22	15	47	23	15	49
42	Cc1cc([N+](=O)[O-])nn1CCCC(=O)Nc1cccc(Cl)c1Cl	0	-5	27	-22	17	-1
43	N=C1N(/N=C/c2ccccc2)C(=Nc2ccccc2)C(=S)N1c1ccccc1	3	-132	-80	4	-112	-3
44	COc1ccccc1-c1c(C)nn2c(N3CCC(C)CC3)cc(C)nc12	5	4	-31	-7	23	7
45	Cn1c(N)c(C(=O)COC(=O)C2Cc3ccccc3CN2S(C)(=O)=O)c(=O)n(C)c1=O (stereo not given)	16	-12	17	-14	3	-13
46	Cc1cccn2c(=O)nc(SCC(=O)NC3CCCCC3)nc12	0	-11	0	-5	5	2
47	Fc1ccc(/C=N/N2CCCCC2)c(F)c1	8	11	8	0	2	-10
48	COc1ccc(/C=N/NC(=O)CSCC(=O)Nc2ccccc2)cc1	-39	9	1	-4	-10	2
49	CCC1(c2ccccc2)NC(=O)N(CC(=O)Nc2cc(S(=O)(=O)N3CCCCCC3)ccc2OC)C1=O (stereo not given)	-4	32	9	33	16	2
50	CCOc1ccccc1NC(=O)COC(=O)CN1C(=O)NC(C)(C)C1=O	-6	13	-1	3	4	-1

item	ABHD5 PLIN5 PPI	NCOA3 inh	NOD2-RIPK2 inh	COUP-TFII inh	TLR9-MyD88 block
41	-5	-1	-2	10	/
42	-1	14	-10	-1	-9
43	-11	-126	-1	-14	-1
44	1	11	-4	-25	2
45	0	6	-7	-4	0
46	-7	11	-2	-4	-4
47	2	8	-2	-15	4
48	-6	-4	-9	-15	-7
49	0	21	1	8	-1
50	2	29	5	-15	4

Later entries:
item	Compound	SRC2 inh	NR5A2 inv ag	TROY signal inh	TWEAK-Fn14 inh	NCOA1 inh	Granule exo inh
51	Cc1cc(C)c(C)c(/C=C(/C#N)C(N)=S)c1C	25	10	14	1	5	-1
52	CCOC(=O)[C@H]1[C@H]2COc3ccc(Br)cc3[C@@H]2N2C(=O)N(c3ccccc3)C(=O)[C@@]12C	-9	3	6	7	-12	0
53	O=C(O)Cn1nnc(-c2ccc(OCc3ccccc3)cc2)n1	-53	-9	-32	-10	-26	-4
54	CN(C)S(=O)(=O)c1ccc(C(=O)NCC(C)(C)CN=C2NS(=O)(=O)c3ccccc32)cc1	0	-3	9	14	14	12

item	ABHD5 PLIN5 PPI	NCOA3 inh	NOD2-RIPK2 inh	COUP-TFII inh	TLR9-MyD88 block
51	-4	2	-6	1	-26
52	-13	-21	-3	-2	2
53	2	-10	1	-41	1
54	2	7	-3	9	-9

By substructure, those above with a Cl atom
item	Compound	SRC2 inh	NR5A2 inv ag	TROY signal inh	TWEAK-Fn14 inh	NCOA1 inh	Granule exo inh
6	O=C(COC(=O)c1c(F)cccc1Cl)NC1CCCCC1	-56	-51	-57	-21	-66	3
11	COc1cc(/C=C2\SC(=Nc3ccccc3)NC2=O)cc(Cl)c1O	-36	0	15	34	8	25
15	CNC(=O)CN(c1cc(OCCOC)c(Cl)cc1Cl)S(=O)(=O)c1ccccc1	1	5	-8	24	-2	0
23	CN(/N=C/c1ccccc1Cl)c1ncc(Cl)cc1C(F)(F)F	21	4	-37	9	9	-2
27	COc1ccc(OCC(=O)Nc2ccc(N3CCOCC3)c(Cl)c2)cc1	-6	-7	2	2	-4	0
34	Cc1ccc(OCCC(=O)OCC(=O)NCCc2ccc(Cl)cc2)cc1	-6	-8	-10	10	-27	-1
38	CCN1CC=C2C(C#N)=C(N)C(C#N)(C#N)C(c3cc(Cl)ccc3Cl)C2C1 (stereo not given)	-10	1	-6	-3	-8	-1
42	Cc1cc([N+](=O)[O-])nn1CCCC(=O)Nc1cccc(Cl)c1Cl	0	-5	27	-22	17	-1

item	ABHD5 PLIN5 PPI	NCOA3 inh	NOD2-RIPK2 inh	COUP-TFII inh	TLR9-MyD88 block
6	5	-81	-1	-28	-18
11	7	-7	-4	3	5
15	-9	-17	-7	-14	0
23	3	14	-6	-6	2
27	-3	3	10	2	2
34	8	-6	6	-7	-4
38	-4	11	3	0	4
42	-1	14	-10	-1	-9
